# PGE2 EP2 inh – human EP2 receptor antagonists, primary screen, TR-FRET cAMP, C6 glioma cells | Prostaglandin E2 receptor EP2 subtype (Homo sapiens), P43116 | C6 glioma cells expressing human EP2; cells stimulated with saturating PGE2 | inhibition, % at 25 µM | 260,000 tested, 0.52% active;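 active = percent inhibition above 40 after rounding to a whole number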;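 note: rat C6 glioma host cells with rolipram phosphodiesterase inhibitor present; the protocol text gives 20 µM as final concentration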
# Target sequence (P43116 whole entry, looked up): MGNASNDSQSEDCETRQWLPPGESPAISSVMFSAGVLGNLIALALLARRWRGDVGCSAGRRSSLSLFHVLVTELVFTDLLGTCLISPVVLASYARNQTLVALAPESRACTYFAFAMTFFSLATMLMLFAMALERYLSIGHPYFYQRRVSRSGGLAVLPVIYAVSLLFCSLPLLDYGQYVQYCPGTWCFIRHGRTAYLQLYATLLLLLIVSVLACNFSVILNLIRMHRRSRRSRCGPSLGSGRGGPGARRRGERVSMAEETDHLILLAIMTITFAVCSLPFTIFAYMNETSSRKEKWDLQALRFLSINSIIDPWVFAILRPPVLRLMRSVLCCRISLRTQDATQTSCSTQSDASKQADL
# EP2 mod – EP2 receptor modulators, cAMP readout, primary screen, cell-based, HTRF cAMP, PGE2 stimulation; Prostaglandin E2 receptor EP2 subtype (Homo sapiens), P43116; EP2-expressing cells, cAMP HTRF FRET, PGE2 co-stimulation; induction, % at 25 µM; 260,000 tested, 0.83% active; AID 940, 2007;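 active = compounds whose cAMP rise, as percent of the full-agonist control response, exceeds 60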;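 note: rat C6 glioma line stably carrying human EP2 under a CMV promoter; the protocol text gives 20 µM as final concentration; 100% = response of wells given 1 µM PGE2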
# zVAD death inh – inhibitors of zVAD-triggered necroptosis, primary screen, L929 cells; 220,000 tested, 0.38% active; L929 zVAD necroptosis rescue, ATP luminescence, 24 h; with zVAD 60 µM; viability rescue, % at 10 µM;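 active = activation, scaled between plate controls, above about 75%, limit read from the data; inactive = activation under that limit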;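 note: 0% = zVAD with DMSO and 100% = DMSO alone without zVAD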
# Runt-CBFb FRET – inhibitors of RUNX1 Runt–CBFb binding, primary screen, biochemical, FRET, Cerulean-Runt, Venus-CBFb, uHTS; Runt-related transcription factor 1 (Homo sapiens) + Core-binding factor subunit beta …; Cerulean-Runt/Venus-CBFb FRET ratio 530/480, 1 h; inhibition, % at 20 µM; 220,000 tested, 0.46% active;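 active = inhibition over about 50% at 20 µM in the single-dose screen, limit read from the data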;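 note: 0% = DMSO wells and 100% = excess unlabeled CBFb competitor control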
# Target sequence (Q01196 whole entry, looked up): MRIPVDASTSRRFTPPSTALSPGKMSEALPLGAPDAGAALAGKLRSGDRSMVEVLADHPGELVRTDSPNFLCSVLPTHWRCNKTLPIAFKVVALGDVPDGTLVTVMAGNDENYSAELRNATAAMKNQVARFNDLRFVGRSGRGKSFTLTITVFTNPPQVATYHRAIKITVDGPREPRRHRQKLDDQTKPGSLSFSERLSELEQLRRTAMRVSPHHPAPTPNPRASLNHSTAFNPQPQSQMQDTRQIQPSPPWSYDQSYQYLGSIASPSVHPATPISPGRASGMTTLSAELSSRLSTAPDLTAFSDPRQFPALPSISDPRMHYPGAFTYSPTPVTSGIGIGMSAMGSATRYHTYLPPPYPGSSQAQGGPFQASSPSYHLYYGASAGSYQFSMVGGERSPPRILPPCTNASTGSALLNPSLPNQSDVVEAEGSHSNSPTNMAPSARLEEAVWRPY
# Target sequence (Q13951 whole entry, looked up): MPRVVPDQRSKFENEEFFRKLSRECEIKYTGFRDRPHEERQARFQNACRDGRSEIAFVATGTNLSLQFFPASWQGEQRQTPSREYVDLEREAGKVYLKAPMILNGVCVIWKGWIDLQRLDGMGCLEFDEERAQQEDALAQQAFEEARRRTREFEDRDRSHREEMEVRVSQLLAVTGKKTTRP
#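 Assay system: Cerulean-tagged RUNX1 Runt domain (FRET donor) fusion protein / Amount: 100 nM each of Venus-CBFb and Cerulean-Runt domain / Medium: Tris buffer pH 7.5 with salts and BSA / Also added: Venus-CBFb 100 nM / Schedule: 1 h complex formation plus 1 h compound treatment, room temperature / Signal: FRET fluorescence / Read-out: loss of energy transfer signal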
# RBBP9 inh – human RBBP9 inhibitors, primary screen, biochemical, fluorescence polarization, FP-Rh probe, HTS | inhibition, % at 7.94 µM | AID 1515, 2009 | recombinant RBBP9 | 220,000 tested, 0.2% active;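 active = inhibition above the campaign mean of all tested compounds plus 3 SD, cut at about 14% in these data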;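 note: plate controls were DMSO wells with RBBP9 for no effect and wells lacking RBBP9 protein for full effect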
#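 System: RBBP9 protein / Quantity: 2.5 µM RBBP9 dispensing solution, before mixing / Also added: Serine-hydrolase probe FP-Rh, 375 nM pre-mixing / Dosing: 7.94 µM single dose, 0.794% DMSO / Timing: enzyme-compound preincubation 30 min, then probe labeling 45 min, 25 °C / Signal: FP readout at 525/598 nm / Controls: DMSO-treated enzyme wells and wells lacking RBBP9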
# TNF necrop inh – inhibitors of TNF-alpha triggered necroptosis, primary screen, cell-based, Jurkat FADD-/-, single concentration. Jurkat FADD-/- TNF necroptosis rescue, ATP luminescence, 24 h; 0 = TNF only, 100 = no-TNF cells. activation (protection from cell death), % at 10 µM. AID 463075, 2010. 220,000 tested, 0.068% active;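 active = activation, meaning protection from cell death, of at least 50% relative to plate controls; inactive = activation below 50%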;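 note: necroptosis triggered by 40 ng/mL TNF-alpha added together with compound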
# Runt-SMMHC FRET – inhibitors of RUNX1 Runt–CBFb-SMMHC binding, primary screen, biochemical, FRET, Cerulean-Runt, Venus-CBFb-SMMHC, uHTS | AID 1434, 2008 | inhibition, % at 20 µM | 220,000 tested, 0.74% active | Cerulean-Runt/Venus-CBFb-SMMHC FRET ratio 530/480, 1 h | Runt-related transcription factor 1 (Homo sapiens) + Core-binding factor subunit beta …;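 active = mean inhibition across duplicate retests at 20 µM reaching about 50%, limit read from the data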;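 note: 0% = DMSO wells and 100% = wells with excess untagged CBFb-SMMHC; inhibitors lower the FRET ratio by blocking Runt binding to CBFb-SMMHC; some results filed as inactive read as strong as hits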
# PERK inhibitor – block of dimerizer-induced PERK translation repression, primary screen, PERK inhibitor project, CHO PERK-DD cells, SEAP luminescence, HTS | Eukaryotic translation initiation factor 2-alpha kinase 3 (Homo sapiens), Q9NZJ5 | CHO PERK-DD fusion, SEAP luminescence translation reporter | inhibition, % at 5.6 µM | 220,000 tested, 0.17% active | AID 1416, 2008;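 active = inhibition above the mean inhibition of all tested compounds plus 3 SD, set separately per screening campaign, cut at about 2.9% in these data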;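 note: PERK kinase domain activated by AP20187 dimerizer at 100 nM; 0% = DMSO with dimerizer and 100% = rapamycin at 8.4 µM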
# Hck-Nef inh – inhibitors of Nef-activated human Hck kinase, primary screen, biochemical, Z-Lyte FRET, 384-well, Hck-YEEI | inhibition, % at 20 µM | 220,000 tested, 0.68% active | Recombinant Hck-YEEI plus Nef, Z-Lyte FRET kinase assay | Tyrosine-protein kinase HCK (Homo sapiens), P08631;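 active = Hck-Nef kinase inhibition above about 50%, limit read from the data; inactive = inhibition below that limit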;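 note: 0% = DMSO with Hck plus Nef and 100% = Hck alone without Nef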
# Active calls of the source: *; nt = no result given; & = joins results of further samples; ! = a repeat was not active. This is a subset, so the mix of outcomes need not match the whole.
SMILES,PGE2 EP2 inh,EP2 mod,zVAD death inh,Runt-CBFb FRET,RBBP9 inh,TNF necrop inh,Runt-SMMHC FRET,PERK inhibitor,Hck-Nef inh
O=C(Nc1ccc(F)cc1F)N1CCN(c2ncccn2)CC1,8&3,-7&-19,-1.0,0,-4,0.0,0,0.7,-2
COc1cc(OC)cc(C(=O)Nc2ccc(S(=O)(=O)N(C)C)cc2)c1,6,-24,0.3,0,-2,-3.8,0,-0.7,1
CCOC(=O)c1c(C)[nH]c(=S)c(C#N)c1-c1ccc(OC)cc1,7,-4,-1.1,24,-3,0.4,21,-1.4,-1
CNc1nc(N)c([N+](=O)[O-])c(NCC2CCCO2)n1 (stereo unspecified),11,5,2.3,1,4,3.1,-6,1.2,9
COc1ccc(NC(=O)C2CCC(CNc3c(N4CCCCC4)c(=O)c3=O)CC2)c(OC)c1 (stereo unspecified),9,4,0.3,1,4,-2.7,-9,0.4,12
O=C(Cc1ccccc1)N1CCN(c2ncccn2)CC1,7,5,0.1,0,-8,0.3,0,0.6,21
O=C(CSc1nc2ccccc2o1)Nc1cc(C(F)(F)F)ccc1N1CCOCC1,17,80*,-0.2,-3,-5,1.3,0,-0.7,6
Cc1ccccc1OCC(=O)Nc1ccc2c(c1)OCCO2,5,-6,-0.2,2,-4,1.5,1,-0.3,18
FC(F)(F)c1cccc(NC(=S)NCC(c2cccnc2)N2CCOCC2)c1 (stereo unspecified),6,12,0.3,2,-6,3.2,2,-0.1,2
CC/C(=N\NC(N)=O)c1ccc(OC(F)F)cc1,5,-5,-0.4,-1,-9,-0.3,159,0.7,0
COC(=O)C1=C(C)Nc2c(c(=O)n(C)c(=O)n2C)C1c1cccs1 (stereo unspecified),6,-6,-0.2,-2,0,-6.1,4,-0.5,7
CC(=O)Nc1ccc(S(=O)(=O)C(C#N)c2nc3ccccc3nc2NCCO)cc1 (stereo unspecified),10,-12,1.2,10,-5,0.0,6,1.3,148*
CCS(=O)(=O)N1CCc2cc(OC)c(OC)cc2C1,9,22,0.0,1,-4,-0.7,9,0.4,2
CC1(C)CC2(CCO1)OC(=O)CC2C(=O)NCc1ccccc1 (stereo unspecified),5,7,1.2,-2,-3,0.2,3,1.4,-1
CCOc1ccc(N(C(=O)c2cnsn2)C(C(=O)NC2CCCCC2)c2ccncc2)cc1 (stereo unspecified),6,-2,-0.3,4,-2,0.7,3,-0.8,3

# Looked up above:
# TNF necrop inh, `FC(F)(F)c1cccc(NC(=S)NCC(c2cccnc2)N2CCOCC2)c1` (stereo unspecified) stands at 3.2
# zVAD death inh, `CNc1nc(N)c([N+](=O)[O-])c(NCC2CCCO2)n1` (stereo unspecified) stands at 2.3

# New compounds follow:
SMILES,PGE2 EP2 inh,EP2 mod,zVAD death inh,Runt-CBFb FRET,RBBP9 inh,TNF necrop inh,Runt-SMMHC FRET,PERK inhibitor,Hck-Nef inh
CCCCCCP(=O)(O)c1ccccc1,3,21,0.1,-2,-7,-2.5,3,0.2,-1
O=C(NNS(=O)(=O)c1ccccc1F)c1sccc1-n1cccc1,1,4,2.0,-1,-1,-1.7,2,0.3,23
O=C(CN1CCN(c2ncccn2)CC1)N1CCN(C(c2ccccc2)c2ccccc2)CC1,nt,nt,-0.2,nt,1,-3.3,nt,-1.4,0
CN(CC(=O)Nc1ccc(C#N)cc1)CC(=O)Nc1ccc(N2CCOCC2)cc1,6,15,0.2,1,-5,3.9,2,0.1,-2
O=C1NC(Cc2c[nH]c3ccccc23)C(=O)N1c1ccc(F)cc1 (stereo unspecified),22,19,-0.4,0,-7,1.9,2,0.5,2
O=S(=O)(c1ccc(-c2csc(-c3cccnc3)n2)cc1)N1CCCCC1,4,-31,2.8,-2,-9,17,-12,-0.9,9
O=S(=O)(NCc1ccco1)c1ccccc1Br,17,-8,0.0,-2,nt,0.7,-1,nt,26
CCOC(=O)c1c(C)nc2ccccc2c1-c1ccccc1,5,85*,0.0,0,-1,-1.1,-2,0.1,0
CC(=O)Oc1ccccc1C1=NN(C(=O)/C=C/c2ccccc2)C(c2ccccc2)C1 (stereo unspecified),7,22,-0.1,-1,3,-1.8,0,0.6,1
COc1ccc(-c2nc(N)ncc2-c2csc(C)n2)c(O)c1OC,4,4,3.0,2,-8,0.1,2,1.3,16
CN(Cc1ccccc1)c1ccc(N2C(=O)CCC2=O)cc1[N+](=O)[O-],11,0,2.1,-2,-2,0.1,-1,0.8,18
COc1ccc(-c2nc(C#N)c(NCc3ccc(C)cc3)o2)cc1OC,21,-38,0.0,-2,-7,-0.3,-1,-0.4,6
O=c1ccn(-c2cccc(C(F)(F)F)c2)nc1-c1ccn(-c2ccccc2F)n1,12,23,0.1,-9,-4,-3.3,-1,-0.3,11
CCc1ccc(S(=O)(=O)N(C(=O)c2ccncc2)c2ccc(OC(=O)c3ccncc3)cc2)cc1,6,15,2.4,-6,-7,0.5,-1,0.4,2
C=CCn1c(CC#N)nnc1N1CCOCC1,12,14,0.9,0,-10,0.0,0,0.3,1
NC(=O)NC(=O)CC1S/C(=N/N=C2\CSC(=O)N2)NC1=O (stereo unspecified),10,21,23,4,-5,0.0,3,0.3,17
Cc1c(Br)c(=O)[nH]c(=O)n1COCc1ccccc1,21,4,2.6,-2,-1,-0.3,3,-1.0,-1
CC(=O)NC(CCCN1C(=O)c2ccccc2C1=O)c1nnn(C)n1 (stereo unspecified),6,9,nt,-2,-9,2.2,1,0.7,4
CCn1c(SCC(=O)c2ccc(O)c(O)c2)nnc1-c1ccc(C)cc1,16,-12,0.8,4,-4,-6.9,0,2.0,2
CCCN(CCC)CCCNC(=O)C1c2cc(OC)c(OC)cc2C(=O)N(C)C1c1cccs1 (stereo unspecified),9,5,-0.3,1,6,0.7,-4,-0.1,-1
Cc1cc(C)nc(Oc2ccc(Br)cc2)n1,6,26,0.0,1,-5,-1.1,2,1.6,29
O=C(CSc1nc2ccsc2c(=O)n1NC(=O)c1ccccc1)Nc1nccs1,12,18,0.0,5,-9,-2.3,-8,1.4,0
Cc1nnsc1C(=O)Nc1cccc(Cl)c1Cl,17,-40,-0.2,-2,-2,4.1,-1,0.3,2
Clc1ccc(Cc2nc(-c3ccncc3)no2)cc1,9,-9,-0.5,0,-8,1.0,1,0.2,18
CC(C(=O)NCCc1nc2ccccc2[nH]1)n1cc([N+](=O)[O-])cn1 (stereo unspecified),1,11,0.5,-2,-9,-0.3,1,0.2,3
CCN(CCCNC(=O)COc1cc(=O)n(CC)c2ccccc12)Cc1ccccc1,4,-2,33,2,7,-2.0,-1,-0.3,-4
CSCC(=O)N1CCCC(CNC(=O)c2ccccc2Cl)C1 (stereo unspecified),8,29,1.0,0,1,1.1,-3,1.2,20
COC(=O)CNC(=O)C(C)(C)Oc1ccc(Cl)cc1,10,7,-0.5,3,1,0.9,2,0.7,3
O=S(=O)(c1ccccc1)N(CC1CO1)c1ccccc1 (stereo unspecified),8,1,-2.1,0,0,-2.0,-1,0.5,18
Cc1nc(Nc2ccccc2C(F)(F)F)sc1C(=O)N(C)C,12,-10,9.1,-2,-1,1.6,0,0.5,-39
Cn1c(SCc2cccnc2)nc2c(c1=O)SCC2,11,-1,0.3,4,-1,-0.1,-6,0.5,-19
Cc1cc(Cc2ccc(N)c(C)c2)ccc1N,4,15,0.2,1,0,-8.6,0,1.2,18
O=C(c1ccc(F)cc1)c1c[nH]c(C(=O)NCc2cccnc2)c1,14,-6,0.0,1,-3,-4.1,2,0.6,1
CCc1ccccc1NC(=O)CSc1nc2ccccc2n1CC(=O)N(C)C,4,4,0.6,2,-1,2.1,-3,0.2,0
CCOC(=O)NC(Nc1cc(C)ccn1)(C(F)(F)F)C(F)(F)F,10,17,0.1,-2,-5,0.3,3,0.9,4
CCc1oc2ccccc2c1C(=O)c1cc(Br)c(O)c(Br)c1,10&6&33,68*!,4.1&0.0,1&1,-6&-7,2.1&1.6,-1&-3,0.4&-1.4,10&20
Nc1ccc(N2CCOCC2)c(Cl)c1,11,-14,-1.0,2,1,-2.0,-2,0.7,7
O=C(Cc1ccccc1)Nc1cccc(NC(=O)c2cccs2)c1,6,-58,1.7,0,-5,3.5,2,0.2,15
Cc1c(Cl)cccc1NC(=O)CCCn1cnc([N+](=O)[O-])n1,5,-2,-0.9,1,-9,17,1,-0.1,1
Cc1ccc(C(=O)Oc2cccc(NC(=O)c3ccco3)c2)cc1S(=O)(=O)N1CCC(C)CC1,1,-6,1.6,-1,-25,0.2,5,-0.2,-2
Cc1csc(=Nc2ccccc2)n1CCCN1CCCC1=O,5,25,-0.9,7,-5,-0.2,-5,0.1,9
COc1ccc(C)cc1S(=O)(=O)N(CC(=O)NCc1ccc(Cl)cc1)Cc1ccccc1,0,44,-0.4,-2,-4,0.1,2,-2.8,-2
Cc1ccc2nc(C3CCN(S(=O)(=O)c4ccc5ccccc5c4)CC3)[nH]c2c1,10&15,-74&-23,0.2,2,-17,-3.2,-7,-2.4,-1
CC1CCc2c(c3ccccc3[nH]c2=O)O1 (stereo unspecified),6,5,-0.3,-1,-3,-1.7,0,0.1,2
Cc1c(/C=N/NC(=O)COc2ccccc2[N+](=O)[O-])c2ccccc2n1C,9,-83,0.2,-6,-9,-3.9,-2,0.3,3
Cc1ccc(-c2nc(CN(Cc3cnn(C)c3)C(C)C)c(C)o2)o1,9,-12,0.6,2,-9,0.9,-4,1.6,3
COc1ccccc1NC1=C(Cl)C(=O)N(c2ccccc2)C1=O,5,28,nt,-3,-7,0.8,-2,-0.3,-3
CC(C)(C)c1cc(NC(=O)c2cc(F)c(F)c(F)c2F)no1,7,11,60,1,-3,-4.3,0,1.7,-2
Cc1ccc(C(=O)NC(=S)N2CCN(C)CC2)cc1,nt,5,-1.2,1,5,0.1,0,-0.6,1
